PI4K2A inh: blocks human PI4K2A kinase activity; activity change, negative = inhibition, % at 76.9 µM; Q9BTU6; actives 0.13% (n = 420,000); purified PI4K2A, ADP-Glo luminescence, 1 h; active compounds read low; in the data active = activity change below about -50%; inconclusive = mostly about -30% to -49%;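 note: -100% = wells without enzyme as full effect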
Target sequence (Q9BTU6 whole entry, looked up): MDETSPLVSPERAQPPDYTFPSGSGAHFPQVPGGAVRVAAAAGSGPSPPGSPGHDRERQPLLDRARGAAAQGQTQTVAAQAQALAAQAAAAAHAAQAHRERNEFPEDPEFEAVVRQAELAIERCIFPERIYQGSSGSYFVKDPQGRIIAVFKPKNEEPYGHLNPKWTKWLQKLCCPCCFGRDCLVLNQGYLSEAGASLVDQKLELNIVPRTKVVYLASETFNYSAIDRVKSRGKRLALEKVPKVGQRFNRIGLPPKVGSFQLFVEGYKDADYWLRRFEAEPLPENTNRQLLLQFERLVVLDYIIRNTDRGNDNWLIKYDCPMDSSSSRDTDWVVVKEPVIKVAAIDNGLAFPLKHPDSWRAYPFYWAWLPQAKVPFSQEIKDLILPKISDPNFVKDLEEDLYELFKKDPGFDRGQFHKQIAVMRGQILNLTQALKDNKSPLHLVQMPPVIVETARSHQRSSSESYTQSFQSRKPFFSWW
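PI4K2A activity was measured by ADP-Glo luminescence: enzyme (4 ug/mL stock) and phosphatidylinositol (1.2 mM stock) in Tris pH 7.5/MgCl2/EGTA/Triton X-100 buffer were reacted with ATP (300 microM stock) for one hour at ambient temperature.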
D2 agonist: activates the human D2 dopamine receptor; actives 0.53% (n = 340,000); P14416; activation, % at 2 µM; HEK293 T-REx D2 cells, calcium flux agonist mode; AID 485358;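 active = activation over 3 SD above normal in the single-dose calcium agonist read, cut at about 30% in these data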; note: 0% is about no effect
Target sequence (P14416 whole entry, looked up): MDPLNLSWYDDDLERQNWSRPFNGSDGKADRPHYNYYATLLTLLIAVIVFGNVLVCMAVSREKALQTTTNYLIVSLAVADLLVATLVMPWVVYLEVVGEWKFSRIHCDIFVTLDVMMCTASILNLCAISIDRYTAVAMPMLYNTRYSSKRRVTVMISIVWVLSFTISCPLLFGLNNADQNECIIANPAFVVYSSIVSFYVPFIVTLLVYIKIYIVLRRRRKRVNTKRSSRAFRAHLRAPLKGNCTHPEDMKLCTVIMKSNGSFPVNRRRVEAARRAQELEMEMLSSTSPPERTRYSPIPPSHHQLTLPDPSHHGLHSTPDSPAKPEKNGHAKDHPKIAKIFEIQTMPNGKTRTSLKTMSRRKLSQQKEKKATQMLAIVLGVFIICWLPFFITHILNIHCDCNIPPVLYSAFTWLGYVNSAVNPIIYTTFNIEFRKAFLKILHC
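Agonism is scored from calcium flux in a force-coupled, inducible HEK293 cell line expressing D2, read kinetically for 180 s after compound addition against dopamine controls.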
TrxR1 inh: blocks rat thioredoxin reductase 1. recombinant rTrxR1, NADPH fluorescence consumption, selenite substrate. actives 1% (n = 390,000). AID 588453. O89049. Potency, µM (series often up to 114 µM), without a hit: at the highest dose activity change, negative = inhibition, most hits filed as inhibitors; note: potency is the fitted concentration of half-maximal effect; % is set by controls: 0 for no effect and ±100 for the full control effect; nearly all actives have a fitted effect of over 65% in size
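Rat TrxR1 (90 nM in the dispensed reagent) was pre-reduced with 400 uM NADPH for 5 min at room temperature, then incubated with compound for 15 min. After 400 uM selenite was added, NADPH fluorescence (Ex 340/Em 450 nm) was followed for 8 min.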
USP1 inh: USP1/UAF1 (human) deubiquitinase inhibition; O94782; recombinant USP1/UAF1, Ub-Rhodamine cleavage fluorescence; actives 0.23% (n = 390,000); Potency, µM (titrated, usually from 57.1 µM), for inactives: at the top dose activity change, negative = inhibition, actives largely listed as inhibitors; note: potency is the fitted concentration of half-maximal effect; % is set by controls: 0 for no effect and ±100 for the full control effect; nearly all actives have a fitted effect of over 60% in size; inactives centre near -12
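1 nM enzyme complex + cpd, 15 min RT; start with Ub-Rho 150nM final; kinetic fluorescence ex 480/em 540, 6 reads q60 s. Buffer 50mM HEPES pH 7.8, 0.5mM EDTA, 0.1 mg/ml BSA, 1mM TCEP, 0.01% Tween-20.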
TRHR enhancer: allosteric enhancers of human TRH receptor; P34981; TRHR cells, fluo-8 calcium fluorescence, EC20 TRH enhancement; enhancement, % at 2 µM; actives 0.66% (n = 360,000); AID 493056; in the data active = enhancement above about 30%; note: 0% is about no effect
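Enhancer read-out: after compound pinning and an initial kinetic agonist-mode read, an EC20 of TRH (10 nM final) was injected and fluo-8 calcium signal (Ex 480/Em 530) followed at 1 s/cycle for 100 cycles in TRHR-expressing cells.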
D2 antag: antagonizes the human D2 dopamine receptor | HEK293 TREx D2 cells, calcium flux, dopamine EC80 | inhibition, % at 10 µM | actives 2% (n = 340,000); in the data active = inhibition above about 30%; note: 0% is about no effect
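Tetracycline-induced HEK293 T-REx cells expressing D2 force-coupled to calcium signalling were dye-loaded, exposed to compound for 180 s, then challenged with an EC80 of dopamine; calcium flux was followed kinetically for a further 180 s.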
TRHR ag: agonists of human TRH receptor; P34981; TRHR cells, calcium flux fluo-8, FDSS agonist mode; activation, % at 2 µM; actives 0.18% (n = 360,000); in the data active = activation above about 30%; note: 0% is about no effect
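TRHR-expressing cells, plated overnight in medium with 10% serum, were loaded with fluo-8 calcium dye at room temperature. After a 10 s baseline, library compound was pin-added and calcium release was recorded kinetically (ex 480/em 530) as agonist response.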
IDH1 R132H inh: human IDH1 R132H inhibition; actives 0.093% (n = 390,000); IDH1-R132H enzyme, NADPH consumption, diaphorase/resazurin fluorescence; O75874; Potency, µM (top dose mostly 76.6 µM), without a hit: top-dose activity change, negative = inhibition, usual class: inhibitors; note: potency is the fitted concentration of half-maximal effect; % is set by controls: 0 for no effect and ±100 for the full control effect; nearly all actives have a fitted effect of over 65% in size
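IDH1-R132H (0.5 ug/mL) preincubated 30 min with compound, then NADPH (0.016 mM) and alpha-KG (2 mM) added; 80 min at RT, pH 7.5. Remaining NADPH coupled via diaphorase/resazurin to fluorescence (540/590 nm); concentration-response curves normalized to no-enzyme control.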
TrxR1 substrate: rat thioredoxin reductase 1 substrate activity. purified TrxR1 substrate turnover, NADPH consumption readout. AID 588456. actives 0.01% (n = 390,000). Potency, µM (highest dose often 114 µM), without a hit: at the top dose activity change, negative = substrate turnover. O89049; note: potency is the fitted concentration of half-maximal effect; % is set by controls: 0 for no effect and ±100 for the full control effect; nearly all actives have a fitted effect of over 50% in size
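Rat TrxR1, dispensed at 90 nM, was prereduced with 400 uM NADPH (final) for 5 min at ~22 deg C, then incubated with compound 15 min before 400 uM selenite. A first-read NADPH fluorescence drop versus no-compound background flagged substrates.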
* hit, by the source's call; ? = inconclusive; / = no result given; & = joins results of further samples; [ ] = another dose, or the depositor's remark. Unless noted, calls come from the whole dose curve; as a rule, active = well fitted inhibition curve with a large enough effect; inconclusive = small, poorly fitted or top-dose-only effect; inactive = no such curve, though single readings can be large or run the other way.

SMILES | PI4K2A inh | D2 agonist | TrxR1 inh | USP1 inh | TRHR enhancer | D2 antag | TRHR ag | IDH1 R132H inh | TrxR1 substrate
COc1ccc2c(C)cc(SCC(=O)NC3CCCC3)nc2c1 | 2 | / | 14% | -12% | / | / | / | 2% | 1%
Cc1ccc(NC(=O)Cc2cn(C)c3ccccc23)cc1F | 2 | -0.6 | 1% | -2% | 28 | 5 | -0.7 | 7% | -5%
CCOc1ccc(Oc2nc(N(CC)CC)nc(N3CCOCC3)n2)nn1 | 2 | 0.7 | 38%[activator][57.1 µM] | -16% | -2 | 14 | 0.8 | 5% | 3%[57.1 µM]
CN(C)c1ccc(-c2nnc3n(Cc4ccccc4)c(=O)c4ccccc4n23)cc1 | 1 | 0.7 | 20% | -16% | -1 | / | 0.1 | -4% | -1%
CCc1nn(CC(=O)NCCCN2CCOCC2)c(=O)c2cc3cc(F)ccc3n12 | -10 | -0.6 | 5% | -4% | -2 | -15 | -0.2 | -5% | 12%
CN(C)c1nc(N)nc(CSc2ccccn2)n1 | -3 | -0.1 | 10% | 2% | 0 | 13 | 0.3 | 1% | 4%
COc1ccc(CN(C)C(=O)c2ccc(Oc3ccccc3)cc2)cc1F | 1 | -0.9 | 21% | -16% | 8 | 2 | -0.2 | 0% | -1%
CCCCn1c(-c2ccsc2)nc2c1c(=O)[nH]c(=O)n2CCC | -11 | 0.1 | -11% | -14% | -3 | -4 | -1.2 | 1% | 13%
CCOc1ccc(S(=O)(=O)Nc2cc(OC)ccc2OC)cc1 | 6 | -0.5 | -9% | 3% | -7 | 9 | -0.5 | 12% | -16%
Cc1c(Cl)cccc1NC(=O)Cn1cc(C(F)(F)F)cc(Cl)c1=O | 6 | 1.8 | 14%[57.1 µM] | -20% | -8 | 8 | 1.2 | 7% | 12%[57.1 µM]
CCOc1ccc(N(CC(=O)NCc2ccccc2)S(=O)(=O)c2c(C)noc2C)cc1 | -2 | -0.1 | ? | -6% | 5 | 6 | -0.6 | -2% | -12%
COc1ccc(OC)c(-c2nn(-c3ccccc3)cc2C(=O)NCC(c2cccs2)N2CCOCC2)c1 (centres undefined) | -1 | 0.1 | 19% | -23% | 2 | 5 | 0.0 | 1% | 7%
O=C(Nc1ccccc1-c1nnc(SCc2ccc(Cl)cc2)o1)c1ccccc1 | 1 | 1.8 | 28% | -15% | -6 | 9 | 1.3 | 0% | 11%
Cc1cc2ncn(S(=O)(=O)c3ccc(S(N)(=O)=O)cc3)c2cc1C | -3 | / | 17% | -15% | / | / | / | 13% | 6%
O=C(CN1C(=O)/C(=C/c2cccc(Br)c2)SC1=S)NC1=NCCS1 | -2 | 0.8 | 17%[57.1 µM] | -14% | 3 | 18 | 0.7 | 12% | 4%[57.1 µM]
COc1ccc(CCC(C)NCc2cccc(Br)c2)cc1 (centres undefined) | -6 | 0.8 | 36%[2.29 µM] | -15% | 6 | 7 | 1.3 | -7% | 8%[2.29 µM]
O=C(c1cc(Br)c(Br)s1)N1CCc2ccccc2C1 | 3 | / | 19% | -11% | / | / | / | -6% | 3%
CC1CCCN(C(=O)COC(=O)C2=COCCO2)C1 (centres undefined) | 1 | / | 18% | -20% | / | / | / | -7% | 7%
Cc1ccc2c(c1)-c1nc(-c3ccccc3)cc(-c3ccccc3)c1CO2 | -10 | 0.6 | 10% | -28% | 3 | / | -0.2 | -2% | 8%
O=C(NCCCN1CCOCC1)c1cc(S(=O)(=O)N2CCN(c3ccccc3)CC2)ccc1Cl | 2 | -0.1 | 5%[57.1 µM] | -5% | -3 | 4 | -0.4 | -5% | 3%[57.1 µM]
CCC(=O)Nc1c2c(nc3c1CCC3)CCCC2 | 2 | 0.2 | 14% | -4% | 1 | -8 | 1.0 | -5% | 6%
COc1cc(/C=N/NC(=O)C[n+]2ccccc2)cc(OC)c1OC | -2 | 0.1 | -2% | -16% | -7 | -5 | -0.1 | 4% | -5%
CCC(CC)C(=O)NCCc1cc2ccc(C)cc2[nH]c1=O | -5 | 0.4 | 3% | -12% | 0 | -1 | 0.0 | 14% | 2%
COc1ccc(C2C(C(=O)Nc3ccc4c(c3)OCCO4)c3ccccc3C(=O)N2C)cc1 (centres undefined) | 2 | -0.1 | 0% | 0% | -5 | -1 | -0.4 | -7% | -3%
O=C(O)CCC(=O)N1CCN(c2nc(-c3ccccc3)c3ccccc3n2)CC1 | -1 | 0.0 | 3% | -22% | -6 | 3 | -0.3 | 0% | 5%
SMILES | PI4K2A inh | D2 agonist | TrxR1 inh | USP1 inh | TRHR enhancer | D2 antag | TRHR ag | IDH1 R132H inh | TrxR1 substrate
COC(=O)[C@@]12CCCCN1[C@H](c1ccc(-c3ccc(F)cc3)c(OC)c1)[C@H]1C(=O)N(C)C(=O)[C@H]12 | 0 | / | 12%[57.1 µM] | 6% | / | / | / | -4% | 5%[57.1 µM]
CN(CCOc1ccc(Cl)cc1)C(=O)C1CCN(C(=O)c2ccc(F)cc2)CC1 | 6 | / | 4% | -14% | 18 | / | 1.3 | 9% | 2%
Cc1ccc(-c2noc(CN(C(=O)CCN3C(=O)c4ccccc4C3=O)C(C)C)n2)cc1 | 2 | -0.6 | 14% | -17% | 5 | 5 | -1.2 | 3% | -3%
CCOc1ccc(-n2ccnc2SCC(=O)Nc2cc(C)ccc2C)cc1 | 0 | / | 10%[57.1 µM] | -10% | 1 | / | -0.5 | 0% | 0%[57.1 µM]
CCOC(=O)N1CCN(c2cc(=O)n(-c3cccc(C)c3)c(=O)[nH]2)CC1 | -11 | 4.0 | -34% | -10% | -3 | 4 | 1.0 | 2% | 9%
O=C(Cn1c(-c2cccs2)cc2cc(F)ccc21)N1CCN(c2ccccc2)CC1 | -2 | -0.1 | 39%[activator] | -22% | 1 | / | 0.6 | -8% | 29%
CCOC(=O)c1c[nH]c2c(Cl)c(Cl)ccc2c1=O | -1 | 0.1 | 12% | -19% | -1 | -1 | -0.6 | 9% | -3%
CN(C)S(=O)(=O)c1ccc(S(=O)(=O)N(Cc2ccco2)Cc2ccccc2Cl)cc1 | 1 | 2.0 | 13% | -14% | -8 | 3 | 4.4 | 3% | 8%
Cn1nnnc1Sc1ncnc2scc(-c3ccccc3Br)c12 | 6 | -1.7 | 10%[57.1 µM] | / | -2&-1 | 0 | -0.2&-0.2 | / | 12%[57.1 µM]
O=C(CNCc1ccccc1)Nc1cccc(Cl)c1Cl | 5 | 0.0 | 15% | -11% | 1 | -13 | -1.1 | -4% | -5%
CC(C)(C)C(=O)NC1CC2CCCC(C1)N2C(=O)Nc1cccc(Cl)c1 (centres undefined) | -1 | -0.4 | 33% | -12% | 1 | 10 | -0.8 | -3% | 0%
COc1ccc(CCC(=O)Nc2ccc3c(c2)OCO3)cc1OC | 0 | -3.0 | 12% | -11% | -1 | 5 | -0.5 | -2% | 2%
COc1ccc(/C=N/OCC(=O)N=Nc2c(O)[nH]c3ccc(Br)cc23)cc1OC | -5 | 0.1 | 9% | -23% | -3 | -12 | 0.4 | 9% | 2%
COC(=O)c1ccccc1NC(=S)NC(=O)CC(C)C | -1 | -0.1 | ? | -14% | 9 | -8 | -0.2 | 4% | 1%
CC(=O)c1c(C)[nH]c(C(=O)OCC(=O)N2CC(=O)Nc3ccccc32)c1C | 3 | 1.0 | 3% | -2% | -2 | -2 | -0.1 | 6% | 3%
COC(=O)c1cc2ccccc2c(-c2c(O)ccc3ccccc23)c1O | -2 | 0.5 | -5% | -20% | -7 | 19 | -0.4 | 4% | -5%
COc1ccc(Cn2ccnc2SCC(=O)Nc2ccc3c(c2)OCO3)cc1 | 2 | -0.8 | 29%[57.1 µM] | -17% | -4 | / | 0.0 | -5% | 6%[57.1 µM]
Cc1cc(N)n2nc(C)c(-c3ccc(Cl)cc3)c2n1 | 4 | -1.1 | 5%[57.1 µM] | -10% | -6 | 10 | -0.9 | -1% | 7%
COc1ccc(N(C)S(=O)(=O)c2cccc(C(=O)NC3CCCC(C)C3C)c2)cc1 (centres undefined) | -5 | -1.0 | 5% | -24% | -8 | -17 | 0.2 | 6% | -6%
CC(=O)Nc1ccc(SCCCC(=O)c2ccccc2)cc1 | -6 | / | 29% | 9% | -2 | / | -0.4 | 2% | -5%
CNC(=S)N1N=C(c2cccs2)CC1c1ccc(OC)cc1 (centres undefined) | 3 | -0.3 | -1%[57.1 µM] | 5% | 0 | -4 | -0.6 | 1% | -3%[57.1 µM]
CN(C)CCCOc1ccc(Cl)cc1Br | 12 | -0.4 | 12% | -3% | -5 | 21 | 0.9 | 8% | -3%
CC[C@@]1(C(=O)OC)N[C@H](CN(C)C(=O)c2ccc(C)cc2)[C@@H]2C(=O)N(C)C(=O)[C@@H]21 | 0 | / | 6% | -10% | / | / | / | -4%[38.3 µM] | 2%
CCc1c(C)nc2ncnn2c1N1CCCC(C(=O)NCc2ccco2)C1 (centres undefined) | 3 | 0.8 | 1%[11.4 µM] | -3% | -1 | -1 | 0.3 | -4% | 11%[57.1 µM]
Cc1cccc(C)c1NC(=O)c1cccc(C(=O)Nc2c(C)cccc2C)n1 | -1 | / | 8% | -22% | / | / | / | 1% | -2%
Cc1cc(=O)oc2c3c(ccc12)OC/C3=N/N | 6 | 1.2 | 18% | -10% | 3 | 2 | 0.2 | -1% | 10%
Cc1sc2ncnc(OCC(=O)NCc3cccs3)c2c1C | -2 | 1.3 | 2% | -10% | 0 | -19 | 0.2 | 0% | 2%

One compound at a time, from the list above.
Record of COc1ccc(N(C)S(=O)(=O)c2cccc(C(=O)NC3CCCC(C)C3C)c2)cc1 (centres undefined) → PI4K2A inh = -5; D2 agonist = -1.0; TrxR1 inh = 5%; USP1 inh = -24%; TRHR enhancer = -8; D2 antag = -17; TRHR ag = 0.2; IDH1 R132H inh = 6%; TrxR1 substrate = -6%
Record of CN(C)c1nc(N)nc(CSc2ccccn2)n1 → PI4K2A inh = -3; D2 agonist = -0.1; TrxR1 inh = 10%; USP1 inh = 2%; TRHR enhancer = 0; D2 antag = 13; TRHR ag = 0.3; IDH1 R132H inh = 1%; TrxR1 substrate = 4%
